Source: PubChem BioAssay (several laboratories)
MMP13 inh: human MMP13 inhibitors, primary screen, biochemical, FRET peptide cleavage. hit rate 0.07% among 65,000. Collagenase 3 (Homo sapiens), P45452. MMP-13 fTHP FRET cleavage, Mca fluorescence. inhibition, % at 4 µM;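 active = inhibition above the mean of compound-free control plate wells plus 3 SD, cut at about 14% in these data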;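 also: 0% = DMSO wells and 100% = wells with reference MMP-13 inhibitor after basal subtraction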
5HT1a antag: human 5-HT1a receptor antagonists, primary screen, cell-based, CHO, Ga15 NFAT-bla reporter. 5-hydroxytryptamine receptor 1A (Homo sapiens), P08908. CHO 5-HT1a Ga15 NFAT-bla reporter, antagonist mode. inhibition, % at 10 µM. hit rate 0.68% among 62,000;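 active = inhibition above the mean of all tested compounds plus 3 SD, cut at about 43% in these data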;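 also: receptor stimulated by 5-CT agonist at 100 nM near EC80; beta-lactamase reporter measured by ratiometric fluorescence of a cleavable substrate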
5HT1a ag: human 5-HT1a receptor agonists, primary screen, cell-based, CHO, Ga15 NFAT-bla reporter; 5-hydroxytryptamine receptor 1A (Homo sapiens), P08908; CHO 5-HT1a Ga15 NFAT-bla reporter, FRET ratio; 0% basal, 100% maximal reference agonist; AID 567, 2006; activation, % at 10 µM; hit rate 0.56% among 65,000;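 active = activation above the screen-wide mean activation plus 3 SD, cut at about 19% in these data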;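 also: 0% = DMSO wells and 100% = 5-CT at EC100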
5HT1E ag: 5-HT1E receptor agonists, primary screen, cell-based, HTS; 5-hydroxytryptamine receptor 1E (Homo sapiens), P28566; CHO 5-HT1E Ga15 NFAT-bla reporter, FRET; 0% DMSO wells, 100% control agonist wells; activation, % at 6 µM; hit rate 0.69% among 65,000; AID 574, 2007;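 active = activation above a set limit, the screen-wide mean activation plus 3 SD, cut at about 8.5% in these data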;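 also: 100% = positive control agonist at 1 µM giving full maximal response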
Target sequence (P28566 whole entry, looked up): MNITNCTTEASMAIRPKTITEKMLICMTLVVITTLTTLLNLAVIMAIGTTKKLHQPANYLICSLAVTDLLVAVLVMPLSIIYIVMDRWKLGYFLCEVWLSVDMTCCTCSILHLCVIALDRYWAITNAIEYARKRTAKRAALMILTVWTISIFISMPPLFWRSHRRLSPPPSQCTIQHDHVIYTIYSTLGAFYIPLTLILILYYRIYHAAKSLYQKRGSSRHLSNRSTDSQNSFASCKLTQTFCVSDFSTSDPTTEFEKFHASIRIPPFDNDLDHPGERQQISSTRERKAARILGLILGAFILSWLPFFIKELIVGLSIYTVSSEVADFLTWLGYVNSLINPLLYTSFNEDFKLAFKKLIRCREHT
NADH coupling: inhibitors of PK/LDH coupling enzymes, profiling panel, artefact control, biochemical, MLSMR library; coupled PK/LDH NADH assays, four targets; IC50, µM (top dose mostly 10 µM), for the others: at the top dose inhibition; hit rate 0.02% among 65,000; AID 774, 2007;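 active = single-dose screening hits from any of four coupled enzyme assays that gave an IC50 when retested across doses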;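 also: the DPM-DC format reads NADH fluorescence rather than 340 nm absorbance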
5HT1E antag: 5-HT1E receptor antagonists, primary screen, cell-based, HTS; 5-hydroxytryptamine receptor 1E (Homo sapiens), P28566; hit rate 0.99% among 65,000; inhibition, % at 6 µM; CHO 5-HT1E Ga15 NFAT-bla reporter, FRET, antagonist;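 active = inhibition above a set limit, the mean inhibition across every tested compound plus 3 SD, cut at about 29% in these data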;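 also: signal is the 460 over 535 nm emission ratio of beta-lactamase substrate; 0% = agonist plus DMSO wells and 100% = wells without agonist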
RORA act: activators of orphan receptor RORA, primary screen, cell-based, luminescence; CHO-K1 Gal4-RORA LBD luciferase reporter; percent increase over mock-subtracted basal signal; hit rate 1.5% among 65,000; activation, % at 10 µM;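 active = activation above the mean of all tested compounds plus 3 SD, cut at about 49% in these data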;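 also: 0% = DMSO-treated RORA cells and 100% = added signal equal to DMSO minus mock-transfected cells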
tolC growth inh: growth inhibitors of E. coli tolC mutant, primary screen, strain BW25113 ΔtolC::kan, 384-well; hit rate 2.2% among 65,000; OD615; AID 573, 2007; growth inhibition, % at 10 µM (by protocol);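 active = growth inhibition at or above a cutoff equal to the mean over every tested compound plus 3 SD, cut at about 60% in these data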;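 also: growth measured after 20 h incubation at 37 °C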
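Test system – E. coli BW25113 ΔtolC::kan, tolC deletion mutant strain · Detection – OD at 615 nm · Buffer or medium – LB with kanamycin 50 µg/mL · Times – 20 h compound exposure of bacteria at 37 °C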
SF-1 act: activators of human SF-1, primary screen, cell-based, CHO-K1, Gal4-SF-1 LBD, luciferase luminescence | Steroidogenic factor 1 (Homo sapiens), Q13285 | CHO-K1 Gal4-SF-1 LBD luciferase reporter; % increase over DMSO SF-1-specific signal | activation, % at 10 µM | hit rate 1.9% among 65,000 | AID 522, 2006;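 active = activation above the mean activation of all tested compounds plus 3 SD, cut at about 50% in these data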
Target sequence (Q13285 whole entry, looked up, the tested form may be a part): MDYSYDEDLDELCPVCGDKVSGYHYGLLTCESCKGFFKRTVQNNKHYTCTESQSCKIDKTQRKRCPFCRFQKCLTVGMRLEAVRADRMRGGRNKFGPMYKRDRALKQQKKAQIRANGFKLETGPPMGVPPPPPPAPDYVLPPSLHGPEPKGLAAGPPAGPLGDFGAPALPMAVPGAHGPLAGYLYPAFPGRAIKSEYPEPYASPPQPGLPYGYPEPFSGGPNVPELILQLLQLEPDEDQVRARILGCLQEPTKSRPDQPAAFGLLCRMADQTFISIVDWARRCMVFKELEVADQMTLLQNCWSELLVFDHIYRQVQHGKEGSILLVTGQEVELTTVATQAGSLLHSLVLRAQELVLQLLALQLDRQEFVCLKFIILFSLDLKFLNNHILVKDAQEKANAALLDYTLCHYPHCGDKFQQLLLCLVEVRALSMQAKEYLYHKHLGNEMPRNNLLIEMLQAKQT
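System: CHO-K1 cells with Gal4–hSF-1 LBD chimera plus Gal4-driven luciferase; quantity: 4,000 CHO-K1 cells per well; compound: one dose, 10 µM compound, 1% DMSO; times: 20 h compound treatment, 37 °C; measured by: SteadyLite luciferase luminescence; read-out: percent activation versus DMSO; benchmarks: DMSO and mock-transfected background; replicates: one test per compound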
* hit, by the source's call; i = inactive; nt = not tested or not shown; [ ] = another dose, or the depositor's remark.

1	COc1ccc(OC)c(NC(=O)c2cc3ccccc3o2)c1
2	CCOc1ccc(-c2nnc(SCC(=O)N(CC)CC)n2N)cc1
3	CC1CCCCC1NC(=O)c1cn(C)c2ccc(S(=O)(=O)N3CCCC3)cc2c1=O (centres undefined)
4	O=C(O)c1cc(S(=O)(=O)N2CCCC2)ccc1Br
5	CCSc1nnc(N2C(=O)CC(c3ccsc3)C3=C2CC(C)(C)CC3=O)s1 (centres undefined)
6	COc1cccc(C(=O)OCCN2C(=O)c3ccccc3C2=O)c1OC
7	COC(=O)c1[nH]c2cccc(OC)c2c1NC(=O)CCN1CCC(C(N)=O)CC1
8	CC(c1ccco1)N(C(=O)c1ccc(Cl)s1)c1ccccn1 (centres undefined)

Compound	1	2	3	4	5	6	7	8
MMP13 inh	1	4	-4	1	6	2	-12	1
5HT1a antag	35	-12	-9	2	9	3	-5	0
5HT1a ag	-1.9	-1.8	-3.4	-5.3	-0.1	-1.1	-1.5	0.2
5HT1E ag	0.4	0.9	-0.7	-0.1	-0.6	-1.7	-0.9	0.3
NADH coupling	1%	3%	5%	2%	1%	3%	15%	7%
5HT1E antag	3	11	10	-3	-4	16	-3	-5
RORA act	18	-2	11	-4	-1	12	2	10
tolC growth inh	-7	-9	-1	-5	8	12	-9	3
SF-1 act	42	-5	-10	0	-20	15	-15	1

9	COc1ccc(C(=O)n2cnc(N)n2)cc1
10	CS(=O)(=O)Nc1ccc(C(=O)N2CCCCC2)cc1
11	Cc1cc(C)nc(SCc2nnc(SCC(=O)Nc3ccc(C)c(C)c3)n2Cc2ccco2)n1
12	CCOc1ccc(C2C(C#N)=C(N)SC(N)=C2C#N)c(OCC)c1
13	CC(=O)Nc1ccc(S(=O)(=O)Nc2nc3ccccc3nc2N2CCCC2)cc1
14	O=C(COC(=O)CCc1nc2ccccc2s1)Nc1ccc(S(=O)(=O)N2CCOCC2)cc1
15	Cn1c(NC(=O)c2ccco2)cc(=O)n(C)c1=O
16	Cc1noc(C)c1C(=O)N1CCC(Cc2ccccc2)CC1

Compound	9	10	11	12	13	14	15	16
MMP13 inh	2	0	6	2	-3	-4	-10	-1
5HT1a antag	9	3	17	-4	-11	1	-10	-3
5HT1a ag	-3.0	-0.8	6.5	0.3	0.8	-1.6	-3.5	-0.7
5HT1E ag	0.0	-1.0	0.6	-0.9	1.0	-0.1	0.0	-0.7
NADH coupling	8%	3%	2%	9%	5%	4%	6%	3%
5HT1E antag	2	-1	0	6	-5	7	-5	3
RORA act	2	-5	-20	-7	19	-5	-2	-10
tolC growth inh	-13	-8	33	10	9	-15	-6	6
SF-1 act	-8	8	-8	-11	1	5	10	-17

17	COc1cccc(-c2nn3c(-c4ccco4)nnc3s2)c1
18	COc1ccc(C(=O)N2CCN=C2SCc2cccnc2)cc1OC
19	COc1ccc(CCNC(=O)c2cnc3n(c2=O)CCS3)cc1OC
20	CCOc1ccc(OCc2ccc(C(=O)O)o2)cc1
21	Cc1n[nH]c(C)c1-c1nc2ccccc2[nH]1
22	CCOc1ccc2nc(C(C)O)[nH]c2c1 (centres undefined)
23	COc1ccc(C2C(C(=O)N3CCOCC3)CCC(=O)N2c2cc(OC)c(OC)c(OC)c2)cc1 (centres undefined)
24	COc1ccc(C2C3=C(CC(C)(C)CC3=O)Nc3c2c(=O)[nH]c2nc(C)nn32)cc1 (centres undefined)

Compound	17	18	19	20	21	22	23	24
MMP13 inh	5	-4	0	4	-4	-2	1	-8
5HT1a antag	nt	-4	-5	-1	4	-6	-18	5
5HT1a ag	1.5	-2.1	0.8	0.1	0.6	7.4	-2.5	-1.3
5HT1E ag	-0.4	0.0	-0.2	0.5	-0.1	-0.1	-0.1	-0.6
NADH coupling	2%	3%	4%	8%	4%	15%	3%	16%
5HT1E antag	-1	6	0	-7	2	3	-12	-12
RORA act	10	-12	15	-32	10	-9	-5	-18
tolC growth inh	16	-15	-10	-12	1	-10	-7	-7
SF-1 act	21	-5	-6	-30	-1	-5	-4	8

25	CCn1c(C(O)c2ccccc2)nc2ccccc21 (centres undefined)
26	CCn1nc(NC(=O)c2ccncc2)c2cc3cccc(C)c3nc21
27	O=C1NCCN1C(=O)c1ccccc1F
28	O=C(Cc1nn[nH]n1)NCc1ccccc1Cl
29	CC(C)n1c(CN2CCN(C)CC2)nc2c1c(=O)n(C)c(=O)n2C
30	Cn1nc(C(=O)NCc2ccccn2)c2ccccc2c1=O
31	Cc1cc2cc(CN3C(=O)c4ccccc4C3=O)ccc2n1C
32	COc1cccc(NC(=O)c2cc(C(=O)Nc3cccc(OC)c3)n(C)n2)c1

Compound	25	26	27	28	29	30	31	32
MMP13 inh	-2	-1	-1	2	4	-2	-2	-2
5HT1a antag	1	6	-10	-4	7	2	-2	nt
5HT1a ag	-3.5	3.6	-6.7	-2.5	-0.5	-3.7	-1.2	0.8
5HT1E ag	-0.9	3.0	-0.9	-0.6	-1.0	0.5	-0.5	-0.7
NADH coupling	6%	12%	3%	5%	1%	0%	3%	5%
5HT1E antag	5	-4	-3	-4	10	-1	14	-7
RORA act	-14	-7	22	-12	6	3	-4	11
tolC growth inh	5	-31	-21	-20	-9	0	4	13
SF-1 act	-4	-13	1	-8	2	-7	3	18

33	COc1cc2c(C#N)c(N3CCN(c4ccccc4OC)CC3)nc(N)c2c(N)n1
34	CCC(CCC(=O)Nc1ccn(-c2ccccc2)n1)C(=O)O (centres undefined)
35	O=C(O)CC1CCS(=O)(=O)C1 (centres undefined)
36	CCN(CC)C(=O)C1=C(C)Nc2nnnn2C1c1cccnc1 (centres undefined)
37	O=C(Nc1ccc2c(c1)oc1ccc(S(=O)(=O)N3CCCC3)cc12)C1CC1
38	CC1=C(C(=O)OC2CCCC2)C(c2ccc(C)o2)C2=C(CC(c3cccs3)CC2=O)N1 (centres undefined)
39	CCOC(=O)CSC1=C(C#N)C(c2ccc(C)o2)CC(=O)N1 (centres undefined)
40	O=C(CSc1nnnn1-c1cccnc1)NCc1cccs1

Compound	33	34	35	36	37	38	39	40
MMP13 inh	-96[fluorescence artefact?]	6	-1	2	-2	8	-4	-2
5HT1a antag	0	-5	-14	10	7	45*	34	-7
5HT1a ag	4.5	-5.6	-1.5	-0.9	-0.2	0.1	-2.6	2.1
5HT1E ag	3.3	-0.9	0.6	-1.8	0.8	-0.2	-0.2	-1.1
NADH coupling	3%[fluoresces]	4%	4%	2%	10%	3%	3%	5%
5HT1E antag	11	1	-3	14	2	39*	43*	2
RORA act	-3	-1	-18	0	-15	4	-21	-29
tolC growth inh	19	-60	-27	-11	0	65*	6	-23
SF-1 act	-73	7	3	4	-18	26	-37	-4

Next section, starting with the last three of the part before.
38	CC1=C(C(=O)OC2CCCC2)C(c2ccc(C)o2)C2=C(CC(c3cccs3)CC2=O)N1 (centres undefined)
39	CCOC(=O)CSC1=C(C#N)C(c2ccc(C)o2)CC(=O)N1 (centres undefined)
40	O=C(CSc1nnnn1-c1cccnc1)NCc1cccs1
41	CCCCc1cc(=O)oc2c(CN3CCCC3)c(O)c(Cl)cc12
42	COc1ccccc1-n1nnnc1SCc1cc2c(cc1Br)OCO2
43	CCOC(=O)c1ccc(NS(=O)(=O)c2ccc3c(c2)CCCN3C(C)=O)cc1
44	Cc1ccc(S(=O)(=O)NCCC(=O)NC2CCCC2)cc1
45	CCOC(=O)c1ccc(NC(=O)C2CCN(S(=O)(=O)CC)CC2)cc1
46	CCCOc1ccc(NC(=O)C2CC(=O)N3CCCN=C3S2)cc1 (centres undefined)
47	Cc1cc(C(=O)NCCC2=CCCCC2)c(C)o1
48	CNC(=O)c1cc(C)c(-c2ccccc2)s1

Compound	38	39	40	41	42	43	44	45	46	47	48
MMP13 inh	8	-4	-2	i[fluorescence artefact?]	-4	-2	1	6	4	-4	-19
5HT1a antag	45*	34	-7	-33	27	3	1	5	-17	-1	10
5HT1a ag	0.1	-2.6	2.1	11	-1.6	-2.4	0.1	-0.8	-6.0	-0.8	-1.7
5HT1E ag	-0.2	-0.2	-1.1	4.1	0.1	-0.3	-0.1	-0.2	0.2	0.0	-1.1
NADH coupling	3%	3%	5%	3%[fluoresces]	1%	3%	4%	10%	7%	3%	5%
5HT1E antag	39*	43*	2	-7	29*	-1	-7	7	8	-11	11
RORA act	4	-21	-29	15	-14	-4	-3	0	-22	19	-2
tolC growth inh	65*	6	-23	13	43	7	-9	1	-20	17	18
SF-1 act	26	-37	-4	-3	7	-7	9	0	-4	46	11

49	CC(=O)/C=C(/C)NC(Cc1c[nH]c2ccccc12)C(=O)O (centres undefined)
50	CCc1nnc(NC(=O)c2cccs2)s1
51	COc1ccc(C(=O)N2CCCC2)cc1S(=O)(=O)N1CCOCC1
52	Cc1ccc(N2C(=O)c3oc4ccccc4c(=O)c3C2c2cccc(O)c2)nc1 (centres undefined)
53	CCOC(=O)CCNC(=O)Nc1ccc2nc(C)n(Cc3cccc(Cl)c3)c(=O)c2c1
54	CC1Cc2ccccc2N1S(=O)(=O)c1cnc[nH]1 (centres undefined)
55	C=CCn1c(SCC(=O)Nc2cccc(C(=O)OC)c2)nnc1C(C)NC(=O)c1cccs1 (centres undefined)
56	Cc1ccc(-c2cc(C(=O)NCC3CCCO3)no2)cc1 (centres undefined)
57	Cc1noc(/C=C/NCc2cccnc2)c1S(=O)(=O)N(C)CC(=O)N1CCc2ccccc21

Compound	49	50	51	52	53	54	55	56	57
MMP13 inh	0	-6	-1	-8	-8	-1	6	-2	6
5HT1a antag	11	-1	-1	-19	0	-15	0	-5	-12
5HT1a ag	-3.5	-2.3	-1.1	2.4	1.3	-1.1	-1.3	0.1	1.4
5HT1E ag	0.4	1.0	-0.6	0.5	0.6	0.0	-1.0	-0.1	1.1
NADH coupling	10%	15%	5%	4%	8%	7%	10%	2%	6%
5HT1E antag	3	2	-7	-7	4	2	0	0	4
RORA act	-3	35	-7	43	-13	-7	4	35	-14
tolC growth inh	-19	-7	-19	31	14	-21	12	-2	14
SF-1 act	16	50*	6	11	-6	-4	3	21	-3
